High-throughput results as filed in PubChem.
DAX1 inh-1: NR0B1 (DAX1) inhibition | P51843 | HEK293 Gal4-DAX1 luciferase reporter, luminescence | inhibition, % at 6.75 µM | 0.99% of 340,000 active | AID 504766;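 active = inhibition above the mean over all tested compounds plus 3 SD, cut at about 4.2% in these data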;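 note: 0% = DAX1-transfected cells with DMSO and 100% = empty-vector control cells with DMSO; inhibition shows as a rise in luminescence from relieved DAX1 repression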
ssDAF12 agonist: S. stercoralis DAF-12 activation, primary screen; HEK293 ssDAF-12/GRIP1 lit1-tk-luc reporter, luminescence; % of 3 µM dafachronic acid response; activation, % at 6.8 µM; 1% of 370,000 active; AID 652126;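 active = activation above the mean over all tested compounds plus 3 SD, cut at about 0.9% in these data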;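 note: 0% = DMSO-only wells and 100% = 3 µM delta7-dafachronic acid wells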
FXN GAA850 act: activators of GAA850 frataxin (FXN) promoter | HEK293 lucGAA850 FXN promoter luciferase reporter, 24 h; percent of 10 µM SAHA response | activation, % at 6 µM | 0.56% of 360,000 active | AID 540364;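 active = activation above the average of all compounds screened plus 3 SD, cutoff fixed separately per campaign, cut at about 7.5% in these data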;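 note: 0% = DMSO wells and 100% = 10 µM SAHA wells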
hcDAF12 agonist: activators of H. contortus DAF-12 nuclear receptor; AID 652067; activation, % at 6.8 µM; 1.4% of 370,000 active; HEK293 hcDAF-12 lit1-tk-luc reporter, luminescence; 0% DMSO, 100% Δ7-dafachronic acid;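 active = activation above the mean of all tested compounds plus 3 SD, cut at about 5.5% in these data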;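 note: 100% = response to 3 µM Δ7-dafachronic acid high control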
ADAM10 inh: inhibitors of human ADAM10 | O14672 | recombinant ADAM10, EDANS/DABCYL FRET peptide cleavage, 3 h | inhibition, % at 7 µM | 0.62% of 370,000 active;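 active = inhibition above a per-campaign cutoff equal to the mean of compounds falling between control-based bounds plus 3 SD, cut at about 20% in these data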;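 note: 0% = DMSO wells while the 100% control is not disclosed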
Target sequence (O14672 214-748 limits assumed): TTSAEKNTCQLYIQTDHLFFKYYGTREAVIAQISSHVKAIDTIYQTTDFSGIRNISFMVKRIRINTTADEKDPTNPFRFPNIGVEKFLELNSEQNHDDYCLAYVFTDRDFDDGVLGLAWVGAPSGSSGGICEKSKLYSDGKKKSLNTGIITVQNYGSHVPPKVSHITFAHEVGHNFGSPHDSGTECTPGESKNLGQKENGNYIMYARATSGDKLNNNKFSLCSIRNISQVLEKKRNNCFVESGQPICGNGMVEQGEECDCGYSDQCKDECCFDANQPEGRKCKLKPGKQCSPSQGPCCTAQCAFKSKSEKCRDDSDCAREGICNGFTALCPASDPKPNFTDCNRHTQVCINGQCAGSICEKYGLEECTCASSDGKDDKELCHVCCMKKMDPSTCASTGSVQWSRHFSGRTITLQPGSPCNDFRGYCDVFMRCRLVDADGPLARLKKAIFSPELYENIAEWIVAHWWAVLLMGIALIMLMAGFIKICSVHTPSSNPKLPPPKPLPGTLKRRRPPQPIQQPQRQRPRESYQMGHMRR
sPLA2-III inh: Blocks human group III sPLA2 activity | 0.56% of 370,000 active | inhibition, % at 12.2 µM | Q9NZ20 | QFRET BODIPY PC-A2 liposome hydrolysis, fluorescence;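 active = inhibition above mean plus 3 SD of compounds lying within the high and low control bounds, cut at about 19% in these data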;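 note: 0% = median of test compound wells and 100% = no enzyme DMSO wells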
Target sequence (Q9NZ20 whole entry, looked up): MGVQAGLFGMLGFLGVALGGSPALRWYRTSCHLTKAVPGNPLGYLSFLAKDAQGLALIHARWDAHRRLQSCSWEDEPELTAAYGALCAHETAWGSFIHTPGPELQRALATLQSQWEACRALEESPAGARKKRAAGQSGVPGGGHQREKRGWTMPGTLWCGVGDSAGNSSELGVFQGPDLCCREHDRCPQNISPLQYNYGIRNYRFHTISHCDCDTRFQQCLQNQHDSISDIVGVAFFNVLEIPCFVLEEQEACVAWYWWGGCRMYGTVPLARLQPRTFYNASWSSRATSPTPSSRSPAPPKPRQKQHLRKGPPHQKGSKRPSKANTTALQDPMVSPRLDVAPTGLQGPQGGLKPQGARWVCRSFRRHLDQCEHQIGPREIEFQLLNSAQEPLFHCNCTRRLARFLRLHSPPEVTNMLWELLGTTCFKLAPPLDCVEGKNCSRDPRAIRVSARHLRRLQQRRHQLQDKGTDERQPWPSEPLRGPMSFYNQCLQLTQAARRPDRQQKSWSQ
hgDAF-12 ag: agonists of H. glycines DAF-12 nuclear receptor; HEK293 GAL4-hgDAF12 UAS-luciferase reporter, agonist luminescence; normalized to butyrate control; activation, % at 6.8 µM; 1.8% of 370,000 active;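 active = activation above a cutoff set at the mean of all screened compounds plus 3 SD, cut at about 10% in these data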;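 note: 0% = DMSO wells and 100% = sodium butyrate wells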
DAX1 inh-2: DAX1 (NR0B1) inhibition, primary screen. HEK293T StAR-luciferase reporter, SF-1/DAX-1 repression relief. inhibition, % at 6.8 µM. 1.1% of 370,000 active. AID 652010;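 active = inhibition above the mean over all tested compounds plus 3 SD, cut at about 3.6% in these data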;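 note: 0% = DAX-1 cells with DMSO and 100% = cells lacking DAX-1 with DMSO; higher inhibition means more luminescence from relief of DAX-1 repression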
GC-A act: GC-A (human) enzyme activation; HEK293 GC-A cells, cGMP TR-FRET, EC30 ANP; 0% at EC30 ANP, 100% saturating ANP; activation, % at 10 µM; P16066; 0.14% of 370,000 active; in the data active = activation above about 40%
GC-B act: GC-B (human) receptor activation | P20594 | HEK293-GC-B cells, CNP EC30, cGMP TR-FRET; 0% at EC30 CNP, 100% saturating CNP | activation, % at 10 µM | 0.11% of 370,000 active;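 active = activation at 10 µM reaching about 35% in either raw or pattern-adjusted values, limit read from the data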
SMARCA2 activ: activators of SMARCA2 function | MG213 cells, MMTV-luciferase reporter, dexamethasone, overnight | activation, % at 9.1 µM | 1% of 370,000 active | AID 652017; in the data active = activation above about 7.8%;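 note: 0% = vehicle wells and 100% = reference activator wells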
* = called active by the depositor; · = no result given. Rows were taken by chance, and some 6.6% of all compounds hit somewhere here.

Assay codes – A = DAX1 inh-1; B = ssDAF12 agonist; C = FXN GAA850 act; D = hcDAF12 agonist; E = ADAM10 inh; F = sPLA2-III inh; G = hgDAF-12 ag; H = DAX1 inh-2; I = GC-A act; J = GC-B act; K = SMARCA2 activ
1) Cc1ccc(S(=O)(=O)NCC2CCC(C(=O)NCCCN3CCOCC3)CC2)cc1 (stereo unspecified)
  A: 2.4; B: -1.1; C: -0.2; D: 0.4; E: 3; F: 1; G: -2.0; H: -0.1; I: 2; J: -3; K: 0
2) CCOC(=O)Cc1csc(NC(=O)C(C)(C)CC)n1
  A: 0.7; B: -1.1; C: 1.9; D: -0.8; E: -1; F: 0; G: 4.3; H: 1.1; I: 4; J: 2; K: 5
3) Cc1cc(C)c(S(=O)(=O)NN=C2c3ccccc3[C@H]3Cc4csc[n+]4[C@@H]23)c(C)c1
  A: ·; B: 0.6; C: ·; D: 0.4; E: -12; F: 6; G: -1.8; H: -2.8; I: -1; J: -6; K: -2
4) Cc1cc(NC(=O)CSCCc2ccncc2)no1
  A: 0.8; B: -1.1; C: 0.2; D: 1.1; E: -3; F: -2; G: 0.3; H: -0.8; I: -1; J: 9; K: -2
5) O=C(Cc1ccc(NC(=O)C2CCCN(C(=O)CCc3ccccc3)C2)cc1)Nc1ccc(C(=O)N2CCOCC2)cc1 (stereo unspecified)
  A: 0.4; B: -1.4; C: 0.3; D: -1.3; E: -5; F: -14; G: -5.0; H: -0.7; I: 2; J: -1; K: -6
6) Cc1nc(Cl)cc(CS(=O)(=O)c2ccc(Cl)cc2)n1
  A: -0.5; B: -1.2; C: 0.3; D: -0.5; E: 4; F: 0; G: -2.4; H: 0.0; I: -2; J: 3; K: 2
7) CN(CCCOC(=O)c1cc2ccccc2o1)C1CN(Cc2cn(Cc3ccccc3C(F)(F)F)nn2)S(=O)(=O)C1 (stereo unspecified)
  A: ·; B: -1.3; C: ·; D: 1.8; E: -4; F: -3; G: -0.5; H: -0.4; I: -5; J: -6; K: -1
8) CCc1nc(SCC(=O)NC2CC2)c2c(C)c(C)sc2n1
  A: -0.6; B: -1.2; C: 1.6; D: -2.1; E: 7; F: -1; G: -2.7; H: -0.3; I: -1; J: 2; K: 0
9) CC1(C(=O)Nc2cccc(NS(C)(=O)=O)c2)CCN1Cc1ccccc1OC(F)F (stereo unspecified)
  A: ·; B: -2.1; C: -2.0; D: -3.2; E: -2; F: -9; G: -5.8; H: -1.4; I: 4; J: 6; K: -2
10) O=C(c1ccccc1)N(CCCn1ccnc1)C(c1ccccc1)c1nc2ccccc2[nH]1 (stereo unspecified)
  A: ·; B: -0.9; C: ·; D: 4.3; E: 0; F: 8; G: 3.9; H: 3.6*; I: -12; J: -14; K: 2
11) COc1cc(OC)cc(C(=O)NC(C(=O)NNC(=O)c2ccc(C)cc2)C(C)C)c1 (stereo unspecified)
  A: 1.8; B: -1.2; C: 1.1; D: 0.5; E: -13; F: -4; G: 0.2; H: 0.0; I: -5; J: 4; K: -1
12) O=C(c1cccc(F)c1)N1CCN(Cc2ccco2)CC1
  A: 1.1; B: -1.1; C: -0.1; D: -1.5; E: -1; F: 6; G: 1.5; H: 0.1; I: 0; J: 1; K: 0
13) O=c1cc(CNC2CCCCC2)c2ccccc2[nH]1
  A: 4.2; B: -0.7; C: 0.9; D: 0.5; E: -16; F: 3; G: 0.1; H: 0.9; I: -2; J: -4; K: 5
14) COc1ccccc1CNC(=O)Cn1cc2c(n1)CCCC2
  A: -0.7; B: -1.2; C: 0.1; D: 3.0; E: -4; F: 4; G: 3.9; H: -0.1; I: 3; J: 1; K: -2
15) COc1cccc(CNC(=O)c2ccc(OCC(=O)N3CCOCC3)c(OC)c2)c1
  A: -0.5; B: -1.2; C: 3.6; D: 0.1; E: -6; F: 2; G: 3.0; H: -0.2; I: 2; J: 4; K: -2
16) CN1CC(O)(C(O)C(O)C(O)CO)SC1=S (stereo unspecified)
  A: -0.4; B: -0.6; C: 0.8; D: -0.4; E: 5; F: 1; G: -0.9; H: 0.0; I: 3; J: 2; K: -1
17) COC(=O)C1(O)CC(C(C)C)=NN1C(=O)c1ccc(Cl)cc1 (stereo unspecified)
  A: 3.3; B: -0.4; C: -2.1; D: -1.7; E: -4; F: -18; G: -0.6; H: 0.2; I: 2; J: -2; K: -2
18) COC(=O)CC1C(=O)NCCN1Cc1cn(-c2ccc(C)cc2)nc1-c1cccc(C)c1 (stereo unspecified)
  A: 2.0; B: -2.0; C: 1.6; D: -1.9; E: 6; F: -5; G: -0.4; H: 0.3; I: -5; J: 0; K: 1
19) Cc1c(C)c(C)c(S(=O)(=O)N2CCNCC2)c(C)c1C
  A: 0.3; B: -1.3; C: 4.7; D: -1.6; E: 3; F: -8; G: 1.0; H: 0.2; I: 1; J: 1; K: -1
20) OC(Cn1nnc2ccccc21)Cn1c(C(F)(F)F)nc2ccccc21 (stereo unspecified)
  A: 0.1; B: -1.3; C: -2.2; D: -0.9; E: 0; F: -1; G: -2.9; H: 0.2; I: 1; J: -1; K: 1
21) O=C(CS(=O)(=O)c1ccccc1)Nc1nccs1
  A: -0.3; B: -0.9; C: 0.3; D: 0.1; E: 1; F: 0; G: 1.2; H: 0.0; I: -1; J: -4; K: 0
22) O=c1[nH]c2ccccc2n1Cc1ccccc1
  A: 0.3; B: -1.7; C: -1.2; D: -1.2; E: -2; F: -7; G: -3.9; H: 0.5; I: -2; J: 0; K: -1
23) CCC(=O)N(CC(=O)Nc1sc(C)c(C)c1C(N)=O)Cc1ccc(F)cc1
  A: -0.7; B: -1.6; C: -1.4; D: -2.9; E: 8; F: -2; G: -4.2; H: 0.1; I: -4; J: 2; K: -5
24) CCOc1ccc(Br)cc1S(=O)(=O)Nc1ccc(C(=O)OC(C)C(=O)N(C)c2ccccc2)cc1 (stereo unspecified)
  A: 0.3; B: -0.7; C: 0.8; D: -4.0; E: 22*; F: -59; G: -1.7; H: -0.3; I: 3; J: 1; K: -2
25) CCCCN(C(=O)Cc1ccc(S(=O)(=O)N2CCOCC2)s1)c1c(N)n(CC(C)C)c(=O)[nH]c1=O
  A: 1.9; B: -0.7; C: -0.5; D: -2.0; E: -61; F: -7; G: -2.2; H: 0.2; I: -2; J: -6; K: -1

Three structures out of the list, arranged by heavy-atom count, ascending:
Assay codes – A = DAX1 inh-1; B = ssDAF12 agonist; C = FXN GAA850 act; D = hcDAF12 agonist; E = ADAM10 inh; F = sPLA2-III inh; G = hgDAF-12 ag; H = DAX1 inh-2; I = GC-A act; J = GC-B act; K = SMARCA2 activ
9) CC1(C(=O)Nc2cccc(NS(C)(=O)=O)c2)CCN1Cc1ccccc1OC(F)F (stereo unspecified)
  A: ·; B: -2.1; C: -2.0; D: -3.2; E: -2; F: -9; G: -5.8; H: -1.4; I: 4; J: 6; K: -2
25) CCCCN(C(=O)Cc1ccc(S(=O)(=O)N2CCOCC2)s1)c1c(N)n(CC(C)C)c(=O)[nH]c1=O
  A: 1.9; B: -0.7; C: -0.5; D: -2.0; E: -61; F: -7; G: -2.2; H: 0.2; I: -2; J: -6; K: -1
7) CN(CCCOC(=O)c1cc2ccccc2o1)C1CN(Cc2cn(Cc3ccccc3C(F)(F)F)nn2)S(=O)(=O)C1 (stereo unspecified)
  A: ·; B: -1.3; C: ·; D: 1.8; E: -4; F: -3; G: -0.5; H: -0.4; I: -5; J: -6; K: -1

(listing goes on)
Assay codes – A = DAX1 inh-1; B = ssDAF12 agonist; C = FXN GAA850 act; D = hcDAF12 agonist; E = ADAM10 inh; F = sPLA2-III inh; G = hgDAF-12 ag; H = DAX1 inh-2; I = GC-A act; J = GC-B act; K = SMARCA2 activ
26) CN(Cc1ccc(Cl)c(Cl)c1)C(=O)CN1C(=O)NC2(CCCC2)C1=O
  A: -0.8; B: -1.4; C: 0.5; D: -0.6; E: -5; F: 0; G: -0.4; H: 1.8; I: 2; J: 1; K: -3
27) CC1CCc2c(sc(NC(=O)c3ccc(Cn4cc(Br)cn4)o3)c2C(N)=O)C1 (stereo unspecified)
  A: -1.2; B: -1.8; C: -1.5; D: 0.1; E: -19; F: 6; G: 0.8; H: 0.1; I: 8; J: 3; K: -3
28) CC(=O)Nc1ccc(NC(=O)c2ccc(C3SCC(=O)N3CCc3ccccc3)cc2)cc1 (stereo unspecified)
  A: -1.5; B: -1.8; C: -1.1; D: -4.6; E: 11; F: -6; G: -2.1; H: -0.9; I: -3; J: -1; K: 3
29) CCCCC(=O)NC(c1ccc(Cl)cc1Cl)c1ccc2cccnc2c1O (stereo unspecified)
  A: -4.1; B: -1.6; C: -6.6; D: -1.9; E: -1; F: 21*; G: -9.8; H: -1.7; I: -4; J: -5; K: -3
30) CCOc1ccccc1C(c1c(O)nc(SC)[nH]c1=O)c1c(O)nc(SC)[nH]c1=O
  A: ·; B: -1.0; C: 0.0; D: 0.5; E: -8; F: 2; G: 1.4; H: 0.0; I: 1; J: -2; K: -4
31) Cc1ccc(S(=O)(=O)N2CN(CC3CCCO3)c3nc4ccccc4nc32)cc1 (stereo unspecified)
  A: -0.2; B: 0.1; C: 1.3; D: 1.0; E: -409; F: 0; G: -0.5; H: -1.5; I: 4; J: 9; K: -1
32) COc1ccc(-c2[nH][nH]c(=O)c2NC(=O)c2ccc(C)cc2)cc1
  A: ·; B: -1.1; C: ·; D: -0.9; E: -9; F: -4; G: -3.1; H: -0.2; I: 2; J: -4; K: -3
33) Nn1c(COc2ccc(Cl)cc2)nc2ccccc2c1=O
  A: 1.1; B: -1.1; C: 4.5; D: 3.2; E: -7; F: -2; G: 7.2; H: 1.5; I: 0; J: -6; K: 1
34) CCCN(CCC)CCCNC(=O)CC(C(=O)N1CCc2ccccc21)n1ccnc1 (stereo unspecified)
  A: 1.5; B: -1.1; C: -2.3; D: 0.2; E: -7; F: 1; G: 1.9; H: 0.1; I: 0; J: 1; K: 0
35) COc1cccc(-c2cnc(C(O)c3ccccc3OC)[nH]2)c1 (stereo unspecified)
  A: ·; B: -1.2; C: -0.8; D: -0.5; E: -5; F: 2; G: 2.3; H: 0.5; I: 0; J: -2; K: -4
36) COc1ccc(NC(=S)N2CCC(NC(=O)c3cccc(F)c3)CC2)cc1
  A: -1.2; B: -0.7; C: 0.7; D: -1.3; E: -5; F: 4; G: -0.2; H: -0.2; I: 2; J: 2; K: -5
37) O=C(NCc1ccccn1)c1cccc(NS(=O)(=O)c2ccc(Br)cc2)c1
  A: -0.7; B: -1.0; C: 0.1; D: -1.9; E: -3; F: -4; G: -2.2; H: -0.4; I: -4; J: 4; K: -2
38) O=C(/C=C/c1ccccc1)OCN1C(=O)c2ccccc2C1=O
  A: 1.2; B: -0.2; C: 1.0; D: -1.9; E: -4; F: -2; G: -1.2; H: 0.5; I: -1; J: 2; K: 0
39) O=C(NCc1ccco1)C(=O)NCC1OCCN1S(=O)(=O)c1ccc(F)cc1 (stereo unspecified)
  A: -0.3; B: -0.4; C: -0.2; D: -1.0; E: -6; F: 10; G: 1.1; H: -0.8; I: 3; J: 5; K: -2
40) C=CCN1C(=O)c2n[nH]c(COC)c2C1c1cccc(C(F)(F)F)c1 (stereo unspecified)
  A: ·; B: -0.9; C: ·; D: -2.5; E: 1; F: -12; G: -2.1; H: -0.1; I: -6; J: 7; K: 0
